Assay outcomes deposited in PubChem by several laboratories.
TRPC6 inhibitor = mouse TRPC6 channel inhibition. B-score at 10 µM. HEK293-TRPC6, membrane potential dye, ACh-evoked depolarization; stronger effect = lower value. Q61143. 310,000 tested, 1.1% active;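 active means B-score under library mean minus 3 SD, initial fluorescence not abnormally high, positive integrated signal ratio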;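 further: B-score derived from integrated fluorescence ratio over the kinetic read; more negative B-score means stronger inhibition of depolarization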
Target sequence (Q61143 whole entry, looked up): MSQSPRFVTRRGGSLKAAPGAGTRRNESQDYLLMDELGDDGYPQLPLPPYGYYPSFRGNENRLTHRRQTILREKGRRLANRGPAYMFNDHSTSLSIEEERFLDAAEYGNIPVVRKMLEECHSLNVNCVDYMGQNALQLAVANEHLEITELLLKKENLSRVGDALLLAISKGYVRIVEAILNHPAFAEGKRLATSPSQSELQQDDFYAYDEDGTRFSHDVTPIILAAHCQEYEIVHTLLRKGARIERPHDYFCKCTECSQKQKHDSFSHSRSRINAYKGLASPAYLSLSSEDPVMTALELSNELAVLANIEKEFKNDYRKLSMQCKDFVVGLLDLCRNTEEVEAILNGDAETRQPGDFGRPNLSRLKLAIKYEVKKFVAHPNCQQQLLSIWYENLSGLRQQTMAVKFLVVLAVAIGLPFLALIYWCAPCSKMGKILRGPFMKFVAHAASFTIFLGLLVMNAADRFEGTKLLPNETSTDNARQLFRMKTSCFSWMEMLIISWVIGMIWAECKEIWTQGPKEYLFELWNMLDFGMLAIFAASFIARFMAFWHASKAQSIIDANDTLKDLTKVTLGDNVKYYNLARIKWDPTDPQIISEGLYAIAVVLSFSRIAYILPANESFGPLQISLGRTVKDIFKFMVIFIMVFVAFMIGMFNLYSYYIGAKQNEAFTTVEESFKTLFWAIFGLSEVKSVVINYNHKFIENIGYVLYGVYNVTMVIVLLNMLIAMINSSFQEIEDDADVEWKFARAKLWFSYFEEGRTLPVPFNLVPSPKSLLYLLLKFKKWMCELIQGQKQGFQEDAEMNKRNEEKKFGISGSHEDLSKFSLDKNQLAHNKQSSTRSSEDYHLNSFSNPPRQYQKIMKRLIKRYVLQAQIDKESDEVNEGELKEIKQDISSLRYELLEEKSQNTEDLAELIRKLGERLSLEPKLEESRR
MrgX1 antag = blocks BAM8-22 activation of human MrgX1 receptor; Q96LB2; MRGX1-HEK293 calcium flux, Fluo-4, BAM8-22 antagonism; stronger effect = lower value; B-score at 10 µM; 310,000 tested, 1.3% active;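 active means calcium-response B-score plate-corrected more than 3 library SD below zero, starting fluorescence within 5 deviations, no agonist response on first addition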;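 further: peak minus trough fluorescence over baseline after final BAM8-22 challenge near maximal dose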
SKKanGAS inh = SKKanGAS growth inhibition; inhibition, % at 7.5 µM; S. pyogenes SKKanGAS, kanamycin growth, BacTiter-Glo, 6 h; 300,000 tested, 1.3% active; AID 1662;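 active means mean replicate score, as percent of positive control median, at least 50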;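 further: strain carries kanamycin resistance gene driven by streptokinase promoter and grows in 40 µg/ml kanamycin; loss of luminescence reflects streptokinase promoter inhibition or plain growth inhibition; 0% = median of DMSO wells and 100% = positive control at its reference dose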
TMEM16A inh = inhibitors of mouse TMEM16A calcium-activated chloride channel | normalized B-score (activity score, 25-100; higher = stronger inhibition) at 10 µM | HEK293 TMEM16A/YFP iodide influx fluorescence, ionomycin | 310,000 tested, 1.2% active | Q8BHY3;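 active means ratio plate-corrected score three or more library SD toward inhibition, starting fluorescence score within five deviations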;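 further: score derived from kinetic fluorescence span divided by baseline fluorescence per well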
TRPC4 potent = allosteric potentiators of mouse TRPC4 channel | Q9QUQ5 | HEK293 TRPC4beta/mu-opioid, DAMGO EC20, Fluo-4 Ca2+ flux; stronger effect = higher value | B-score at 10 µM | 310,000 tested, 0.42% active | AID 2227;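 active means B-score of calcium response area above 5 SD of library B-scores, with initial fluorescence ratio within 5 SD of library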;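 further: B-score of integrated fluorescence ratio over time as area under calcium response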
TRPC4 inh = TRPC4 (mouse) channel inhibition; HEK293 TRPC4beta/mu-opioid, DAMGO-evoked Fluo4 calcium flux; stronger effect = lower value; B-score at 10 µM; 300,000 tested, 0.39% active; AID 2247;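 active means B-score over 3 SD under the library average, no early fluorescence shift, positive overall ratio signal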
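material = TRPC4beta/mu-opioid receptor HEK293 cell line | probe or stimulus = sequential submaximal and maximal DAMGO stimulation | compound dosing = one concentration per compound | measured by = Fluo4 Ca2+ flux fluorescence | evaluation = integrated fluorescence ratio relative to baseline, converted to per-well B score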
TMEM16A act = activators or potentiators of mouse TMEM16A chloride channel; B-score at 10 µM; HEK293 TMEM16A/YFP-H148Q/I152L, iodide quench fluorescence; stronger effect = lower value; AID 623877; 340,000 tested, 0.3% active; Q8BHY3;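 active means fluorescence-ratio B-score plate-corrected deviation score at least 3 library SD below zero, with starting fluorescence score within 5 deviations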;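 further: channel opened by trigger with iodide after compound preincubation; score built on the fluorescence ratio of max minus min over baseline; more negative score means more quench and so TMEM16A activation or potentiation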
MrgX1 ag = activates human MrgX1 receptor signaling; AID 588627; MrgX1-HEK293 cells, Fluo-4 calcium fluorescence, agonist mode; stronger effect = higher value; 310,000 tested, 0.44% active; B-score at 10 µM;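 active means calcium response B-score plate-corrected fluorescence ratio at least 3 library SD, with starting fluorescence B-score inside 5 SD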
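Material – MrgX1-expressing HEK293 cells · Input – 15,000 cells seeded per well · Dosing – compound as first of three additions · Times – overnight seeding, then 1 h dark dye loading · Measured by – kinetic Fluo-4 NW fluorescence of intracellular calcium · Read-out – B-scored fluorescence response ratio · Benchmarks – positive and negative control wells on each plate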
TRPC4 act = TRPC4 (mouse) channel activation. B-score at 10 µM. HEK293 TRPC4beta/mu-opioid, Fluo4 calcium fluorescence; stronger effect = higher value. Q9QUQ5. 310,000 tested, 0.49% active. AID 2237;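 active means B-score above 5 SD of library B-scores, and initial fluorescence ratio not above library mean plus 5 SD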;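 further: positive B-score marks a calcium rise read as TRPC4 activation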
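Incubation: 45 min room-temperature Fluo4 loading, 110 s read / System: HEK293 cells stably co-expressing mouse TRPC4beta and mu-opioid receptor / Signal: Fluo4 fluorescence, kinetic / Control set: buffer (low) and maximal DAMGO (high) / Measure: integrated baseline-normalised fluorescence ratio, converted to per-well B score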
TRPC6 act = activators of mouse TRPC6 channel. HEK293-TRPC6 membrane potential dye fluorescence; stronger effect = higher value. B-score at 10 µM. 310,000 tested, 0.13% active. AID 2550;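 active means B-score of the integrated fluorescence ratio above library mean plus 3 SD, and starting fluorescence ratio within library mean plus 5 SD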;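 further: higher score means more depolarization so channel activation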
MrgX1 PAM = human MrgX1 positive allosteric modulation, primary screen | Q96LB2 | MrgX1-HEK293, Fluo-4 calcium flux, FDSS; stronger effect = higher value | B-score at 10 µM | 310,000 tested, 0.63% active | AID 588675;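 active means plate-corrected calcium response at least 3 library SD above typical, normal starting fluorescence, not activating the receptor alone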;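 further: compound read alongside a low EC10 to EC30 dose of BAM8-22 agonist; peak minus trough fluorescence over baseline measured at the second addition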
Numbers without * were called inactive; i = inactive; nt = no result given.

no.	compound	TRPC6 inhibitor	MrgX1 antag	SKKanGAS inh	TMEM16A inh	TRPC4 potent	TRPC4 inh	TMEM16A act	MrgX1 ag	TRPC4 act	TRPC6 act	MrgX1 PAM
1	Cc1cc(S(=O)(=O)NCC(c2ccc3c(c2)OCO3)N2CCOCC2)ccc1F (configuration not stated)	i	i	-7	i	i	i	i	i	i	i	i
2	O=C(O)c1cnc(N2CCOCC2)nc1	i	i	0	i	i	i	i	i	i	i	i
3	COc1cccc(-c2c(C(=O)N/N=C/c3ccncc3)nnn2-c2nonc2N)c1	i	i	-2	i	i	i	i	i	i	i	i
4	O=C(NC1CCCC1)C(c1ccccn1)N(C(=O)c1csnn1)c1ccccc1Br (configuration not stated)	i	i	nt	i	i	i	i	i	i	i	i
5	CC(C)(C)C(=O)OCCNc1nc(-c2ccccc2)nc2ccccc12	i	i	-8	i	i	i	i	i	i	i	i
6	CN(CC(=O)Nc1ccc(N2CCOCC2)cc1)C(=O)c1ccc(O)c(Cl)c1	i	i	1	i	i	i	i	i	i	i	i
7	COc1cc(CN2CCN(Cc3cccc(OC)c3OC)CC2)cc(OC)c1	i	i	0	i	i	i	i	i	i	i	i
8	CCOC(=O)c1nc2nc(-c3cccs3)cc(C(F)(F)F)n2n1	i	i	-1	i	i	i	i	i	i	i	i
9	CC(=O)OCc1nc2ccccc2s1	i	i	-4	i	i	i	i	i	i	i	i
10	O=C(NCCc1ccccn1)c1nc(Cn2ccc([N+](=O)[O-])n2)no1	i	i	1	i	i	i	i	i	i	i	i
11	COc1ccc(-c2nn(-c3ccccc3)cc2C(=O)Nc2nccs2)cc1	i	i	-4	i	i	i	i	i	i	i	i
12	CCOc1ccc(C(C)NC(=O)Nc2ccc(F)cc2F)cc1 (configuration not stated)	i	i	-1	i	i	i	i	i	i	i	i
13	O=C(O)CCC(=O)OCC1CCCCC1	i	i	-5	i	i	i	i	i	i	i	i
14	Cn1c(=O)c(=O)n(C)c2cc(S(=O)(=O)N3CC(=O)N(CCc4ccccc4)C(=O)C3)ccc21	i	i	2	i	i	i	i	i	i	i	i
15	CCS(=O)(=O)N1CCCC(C(=O)NCCCN(C)Cc2ccccc2)C1 (configuration not stated)	i	i	1	i	i	i	i	i	i	i	i
16	COc1ccc(CN2CC(C(=O)NCCCN3CCN(Cc4ccccc4)CC3)CC2=O)cc1 (configuration not stated)	i	i	-17	i	i	i	i	i	i	i	i
17	Nc1nc2sc3c(c2cc1C(=O)NCC(=O)O)CCCC3	i	i	5	i	i	i	i	i	i	i	i
18	COc1cccc(C2c3[nH]c4ccccc4c3CCN2Cc2ncc[nH]2)c1 (configuration not stated)	i	i	5	i	i	i	i	i	i	i	i
19	COc1ccc(CN(Cc2ccc(C(=O)O)cc2)C(=S)Nc2cccc(C)c2)cc1OC	i	i	12	i	i	i	i	i	i	i	i
20	Cc1cccc(OCCCN2C(=O)C(=O)c3cc(C)ccc32)c1	i	i	-11	i	i	i	i	i	i	i	i
21	CCCCN=C(N)/C(C(=O)OCC)=C(\O)c1ccc(OC)cc1	i	i	15	i	i	i	i	i	i	i	i
22	CC(=O)Nc1ccc(/C=N/Nc2ccc(C(=O)c3c(C)cc4ccccn34)cc2[N+](=O)[O-])cc1	i	i	0	i	i	i	i	i	i	i	i
23	NC(=O)CCCn1c(C(=O)c2ccc(Cl)cc2)c2ccc([N+](=O)[O-])cc2[n+]1[O-]	i	i	23	i	i	i	i	i	i	i	i
24	Cc1nnc(SCc2nnc(-c3cccs3)o2)n1C1CCCCC1	i	i	3	i	i	i	i	i	i	i	i
25	CCCCC(=O)N=c1sc2cc(S(C)(=O)=O)ccc2n1C	i	i	2	i	i	i	i	i	i	i	i
26	CCN(CC)c1ccc(/C=N/NC(=O)CNC(=O)c2ccccn2)cc1	i	i	-8	i	i	i	i	i	i	i	i
27	Cc1nnc(Sc2nc3c(c(=O)n(C)c(=O)n3C)n2Cc2ccc(Cl)cc2)s1	i	i	0	i	i	i	i	i	i	i	i
28	CCOC(=O)CSc1ncc(-c2cccc(Cl)c2)cn1	i	i	-7	i	i	i	i	i	i	i	i
29	CCn1c(SCc2nc(-c3ccc(Cl)cc3)no2)nnc1-c1ccco1	i	i	-2	100*	i	i	i	i	i	i	i
30	COc1ccc(C(=O)NCCS(=O)(=O)N2CCC3(CC2)OCCO3)cc1	i	i	-4	i	i	i	i	i	i	i	i
31	COc1ccc([N+](=O)[O-])cc1NC(=O)c1ccccc1N(C)S(C)(=O)=O	i	i	-7	i	i	i	i	i	i	i	7*
32	Clc1ccc(SCCCCn2cncn2)cc1	i	i	-1	i	i	i	i	i	i	i	i
33	CCn1cc(C2Nc3ccccc3C(=O)N2O)c(C)n1 (configuration not stated)	i	i	-2	i	i	i	i	i	i	i	i
34	C=CCN(Cc1cccc(OC)c1OC)S(=O)(=O)N(C)C	i	i	-5	i	i	i	i	i	i	i	i
35	Cc1ccc2c(c1)N(CCC(=O)NCCCN1CCCC1)C(=O)C(C)O2 (configuration not stated)	i	i	0	i	i	i	i	i	i	i	i
36	CCO[C@@H]1OC(C(=O)O)=C[C@H](C)[C@H]1CCCO	i	i	1	i	i	i	i	i	i	i	i
37	COc1ccc(CN2C(=O)c3oc4ccccc4c(=O)c3C2c2ccc(O)c(OC)c2)cc1 (configuration not stated)	i	i	8	i	i	i	i	i	i	i	i
38	O=C(COC(=O)C1CC2C=CC1C2)NCc1ccc(F)cc1 (configuration not stated)	i	i	0	i	i	i	i	i	i	i	i
39	N#Cc1cc2c(nc1SCC(O)CS(=O)(=O)Cc1ccccc1)CCCC2 (configuration not stated)	i	i	1	i	i	i	i	i	i	i	i
40	CCCc1cc(N2CCOCC2)n2nc(C)c(-c3ccccc3)c2n1	i	i	3	i	i	i	i	i	i	i	i
41	COC(=O)c1c(O)cc(C(C)(C)C)n(-c2ccccc2)c1=O	i	i	9	i	i	i	i	i	i	i	i
42	CCOC(=O)C1(CCc2ccccc2)CCN(C(=O)c2cnc(C)cn2)CC1	i	i	-12	i	i	i	i	i	i	i	i
43	COC(C(=O)Nc1ccc(C(N)=O)cc1)c1ccccc1 (configuration not stated)	i	i	-7	i	i	i	i	i	i	i	i
44	COc1ccc(-n2nnnc2-c2cnc(N3CCCC3)nc2C(F)(F)F)cc1	i	i	-2	i	i	i	i	i	i	i	i
45	N#Cc1ccc2c(c1)nc1ccccn12	i	i	1	i	i	i	i	i	i	i	i
46	NC(=O)N/N=C/CCc1ccccc1	i	i	9	i	i	i	i	i	i	i	i
47	CNC(=S)Nc1ccc(Cc2ccncc2)cc1	i	i	0	i	i	i	i	i	i	i	i
48	O=C(Cn1nnc(-c2cccs2)n1)NCc1cccs1	i	i	-2	i	i	i	i	i	i	i	i
49	CC(NC(=O)NC1CCCCC1)C(c1cccs1)N1CCOCC1 (configuration not stated)	i	i	-4	i	i	i	i	i	i	i	i
50	O=C(NCCn1cccn1)C1CCC(=O)N(CCc2cccc(F)c2)C1 (configuration not stated)	i	i	-3	i	i	i	i	i	i	i	i
51	C/C=C(/C)C(=O)OC1Cc2c(ccc3ccc(=O)oc23)OC1(C)C (configuration not stated)	i	i	3	i	i	i	i	i	i	i	i
52	Cc1ccc(NC(=O)CSc2nnc(-c3cnccn3)n2Cc2ccco2)cc1	i	i	-12	i	i	i	i	i	i	i	i
53	COc1ccnc(CS(=O)c2nc3cc(C(O)(F)F)ccc3[nH]2)c1OC (configuration not stated)	i	i	-1	i	i	i	i	i	i	i	i
54	O=C(NC1CCCCC1)C(=S)NCc1ccccc1	i	i	7	i	i	i	i	i	i	i	i
55	CCOc1ccc(/C=C2\CCCc3c2nc2ccccc2c3C(=O)O)cc1OC	i	i	6	i	i	i	i	i	i	i	i
56	CC(NC(=O)c1ccc(C(C)(C)C)cc1)C(c1cccs1)N1CCOCC1 (configuration not stated)	i	i	0	i	i	i	i	i	i	i	i

(more compounds)
no.	compound	TRPC6 inhibitor	MrgX1 antag	SKKanGAS inh	TMEM16A inh	TRPC4 potent	TRPC4 inh	TMEM16A act	MrgX1 ag	TRPC4 act	TRPC6 act	MrgX1 PAM
57	CSCC(=O)N1CCC(CCC(=O)NC2CC2)CC1	i	i	5	i	i	i	i	i	i	i	i
58	CCn1c(SCC(=O)NCc2ccccc2)nc2c(c1=O)SC(C)C2 (configuration not stated)	i	i	3	i	i	i	i	i	i	i	i
59	COc1cc(C(C)=O)ccc1OCc1nnc(-c2ccccc2Br)o1	i	i	-2	i	i	i	i	i	i	i	i
60	COc1ccc(OC)c(C(=O)Nc2ccc3[nH]ccc3c2)c1	i	i	2	i	i	i	i	i	i	i	i
61	COc1ccc(-n2nc(C(=O)NCC(=O)Nc3cc(OC)c(OC)c(OC)c3)c3ccccc3c2=O)cc1OC	i	i	12	i	i	i	i	i	i	i	i
62	Cc1ccc(CN(C(=O)c2csnn2)C(C(=O)NC2CCCC2)c2ccc(C)o2)cc1 (configuration not stated)	i	i	0	i	i	i	i	i	i	i	i
63	CC(=O)Nc1ccc(S(=O)(=O)NC(CC(=O)O)c2ccc(OC(C)C)cc2)cc1 (configuration not stated)	i	i	-2	i	i	i	i	i	i	i	i
64	CCCCc1cc(=O)oc2c(CN3CCN(C)CC3)c(O)ccc12	i	i	4	i	i	i	i	i	i	i	i

Just TMEM16A act, TRPC6 act and TRPC6 inhibitor, for some of the entries so far:
entry	compound	TMEM16A act	TRPC6 act	TRPC6 inhibitor
57	CSCC(=O)N1CCC(CCC(=O)NC2CC2)CC1	i	i	i
58	CCn1c(SCC(=O)NCc2ccccc2)nc2c(c1=O)SC(C)C2 (configuration not stated)	i	i	i
